Bioassay records as filed in PubChem.
NR2E3 ag-1: human photoreceptor-specific nuclear receptor agonism. Q9Y5X4. CHO-S Gal4-NCOR/VP16-NR2E3 two-hybrid, luciferase. inhibition of corepressor binding, % at 3.98 µM. actives 0.35% (n = 360,000). AID 602229;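 active = inhibition above the mean of all tested compounds plus 3 SD, cut at about 70% in these data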;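 note: 0% = DMSO with NR2E3 transfected cells and 100% = cells lacking NR2E3 construct; higher means lower luciferase signal from less NR2E3 corepressor binding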
Target sequence (Q9Y5X4 whole entry, looked up, the tested form may be a part): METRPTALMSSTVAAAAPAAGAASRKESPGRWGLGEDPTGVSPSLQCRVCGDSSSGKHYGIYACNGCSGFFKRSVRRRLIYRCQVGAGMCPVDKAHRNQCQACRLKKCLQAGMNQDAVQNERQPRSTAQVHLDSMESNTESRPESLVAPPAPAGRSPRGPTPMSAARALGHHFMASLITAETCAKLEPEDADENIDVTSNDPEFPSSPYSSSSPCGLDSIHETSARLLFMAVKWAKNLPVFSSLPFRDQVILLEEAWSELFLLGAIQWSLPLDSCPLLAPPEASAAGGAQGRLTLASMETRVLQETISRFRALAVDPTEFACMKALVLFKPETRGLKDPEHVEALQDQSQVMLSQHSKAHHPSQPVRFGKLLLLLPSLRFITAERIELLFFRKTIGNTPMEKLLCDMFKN
Peg3 promoter: reduces Peg3 promoter-driven luciferase expression in HeLa. inhibition, % at 20 µM. actives 1.7% (n = 360,000). HeLa PEG-Prom luciferase reporter, luminescence, overnight;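 active = inhibition of at least 50% at 20 µM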
LMP1 NFkB inh: inhibitors of Epstein-Barr LMP1-induced NF-kappaB reporter; actives 0.69% (n = 350,000); inhibition, % at 12.5 µM; LMP1-induced NF-kappaB luciferase reporter cells, luminescence; in the data active = inhibition above about 41%;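 note: 0% = neutral control wells and 100% = reference inhibitor control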
NR2E3 ag-2: NR2E3 (human) agonism | GST-NR2E3/biotin-RetCOR TR-FRET, 1536-well | inhibition of corepressor binding, % at 4.78 µM | actives 0.12% (n = 320,000) | AID 2300;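 active = percent inhibition above the cutoff of mean plus 3 SD of all tested compounds, set per screening campaign, cut at about 20% in these data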;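 note: 0% = DMSO wells and 100% = biotin wells as full block of FRET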
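Material – GST-tagged NR2E3 plus biotinylated RetCOR corepressor · Quantity – NR2E3 fusion 1.35 nM · Times – 5 h incubation at 4 °C · Medium – pH 7.5 Tris-based buffer · Technique – TR-FRET, Eu(K)-anti-GST donor, streptavidin-D2 acceptor, ex 340, em 617/671 nm · Benchmarks – high control biotin, low control 0.6% DMSO · Format – 1536-well plates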
hiPSC survival: increases survival of single human iPS cells; survival enhancement, % at 20 µM; actives 0.044% (n = 360,000); hiPSC single-cell survival, ATPlite luminescence; 100% = ROCK inhibitor wells, 0% = DMSO; in the data active = survival enhancement above about 18%;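 note: cells exposed to compounds for 16 hours before the ATP read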
Shn3 inh set2: Schnurri-3 reporter inhibition in Clone20 osteoblasts; Clone20 osteoblast Shn3 3'UTR firefly luciferase, 24 h; inhibition, % at 12.5 µM; actives 0.52% (n = 360,000);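 active = mean inhibition of at least 75% with every replicate also reaching 75%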;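 note: 0% = median of neutral control wells and 100% = pilot-screen positive control compound; some compounds past the cut are filed as inactive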
TRAIL sens C8: sensitizes caspase-8 expressing cells to TRAIL. NB7+C8 cells + TRAIL, ATPlite viability luminescence. AID 624354. inhibition (viability loss, TRAIL sensitization), % at 10 µM. actives 1% (n = 360,000);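 active = compounds causing at least 50% loss of cell viability in the single-dose screen, relative to plate controls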
HIF-2a block: inhibitors of HIF-2a. 786-0 RCC cells HIF-2a reporter, luciferase luminescence, overnight. inhibition, % at 18.8 µM. actives 0.72% (n = 360,000);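 active = inhibition of the luminescence signal of 40% or more relative to plate controls, in a single-dose primary screen at 18.75 µM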
TRPM1 prom inh: reduces MITF-dependent TRPM1 promoter luciferase signal | SK-MEL-5 TRPM1 promoter luciferase, 24 h | inhibition, % at 12.5 µM | actives 0.83% (n = 330,000) | AID 488899;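 active = mean inhibition across replicates of 60% or more, whatever share of single replicates reaches that level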; note: values of inactives mirror those of a sister screen read the other way
KKLEB tox: counter-screen for CF NF-kB inhibitors: cytotoxicity | KKLEB CF airway cells viability, ATPlite luminescence, overnight; hits give low values; cells stimulated with P. aeruginosa culture filtrate | activity change (cytotoxicity), % at 5 µM | actives 0.36% (n = 360,000);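 active = corrected activity change at or below -50% at 5 µM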
CF NFkB inh: cystic fibrosis NF-kB activation inhibition; actives 0.86% (n = 360,000); KKLEB NF-kB-GFP reporter, PAF-induced, GFP fluorescence overnight; inhibition, % at 5 µM;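 active = at least 50% inhibition at 5 µM, scaled per plate between neutral and stimulator controls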;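 note: PAF is a Pseudomonas aeruginosa culture filtrate used as stimulus; plate controls were PAF-stimulated DMSO wells for no effect and unstimulated DMSO wells for full effect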
* marks the source's active call; other numbers are inactive results; . = no result given. A portion of the library (hit frequency here may not be typical).

Preview:
SMILES	NR2E3 ag-1	Peg3 promoter	LMP1 NFkB inh	NR2E3 ag-2	hiPSC survival	Shn3 inh set2	TRAIL sens C8	HIF-2a block	TRPM1 prom inh	KKLEB tox	CF NFkB inh
Cc1nn(Cc2ccccc2Cl)c2sc(C(=O)NCCCn3ccnc3)cc12	0	22	7	1	1.4	34	25	13	10	-14	22
COc1ccc(CN2C3CCC2CC(NC(=O)c2cccc(F)c2)C3)cc1 (stereo not given)	-31	3	-7	4	-0.6	1	9	12	2	-5	-1
OCC[C@@H]1C[C@@H](O)[C@H](O)[C@]2(OCc3ccccc32)O1	-1	-4	19	5	-2.0	-9	-7	8	1	13	-11
CCOC(=O)CC(=O)Nc1cc(Cl)ccc1O	-13	-4	1	3	5.7	0	-4	8	5	9	1
O=C(C1=C(O)C(=O)N(CCN2CCOCC2)C1c1cccnc1)c1cc2ccccc2o1 (stereo not given)	-2	3	0	32*	-1.4	-6	18	-2	-1	3	-10
COc1ccc(-c2nc(CS(=O)(=O)CC(=O)NCCc3ccc(C)cc3)c(C)o2)cc1	-6	9	-2	-1	0.1	4	-10	3	4	3	23
O=C(CCN1C(=O)/C(=C/c2cccs2)SC1=S)NNC(=O)c1cccc(O)c1	-13	44	-5	-2	-0.7	2	4	35	-8	13	-43
Cc1c(N=CN2CCOCC2)c(=O)n(C)c(=O)n1C	-20	13	-3	-1	0.7	11	-14	9	-7	12	-15
CCn1c(SCC(=O)O)nnc1-c1cc2c(C)nn(-c3ccccc3)c2s1	-7	10	-10	-2	0.8	-12	8	1	7	-3	6
CCOC(=O)c1c(N)sc(C(=O)N2CCCC(C(N)=O)C2)c1C (stereo not given)	2	-3	-5	-2	-0.1	9	-6	17	4	0	12
Fc1ccc(NC(=S)N2CCN(C/C=C/c3ccccc3)CC2)c(F)c1	-19	0	1	-4	-2.2	20	-2	9	14	2	-16
COCc1[nH]nc2c1C1(CCC3(CC1)OCCO3)C(C#N)=C(N)O2	9	15	-6	2	-2.0	12	-1	13	3	-8	-1

Results, repeating the preview:
SMILES	NR2E3 ag-1	Peg3 promoter	LMP1 NFkB inh	NR2E3 ag-2	hiPSC survival	Shn3 inh set2	TRAIL sens C8	HIF-2a block	TRPM1 prom inh	KKLEB tox	CF NFkB inh
Cc1nn(Cc2ccccc2Cl)c2sc(C(=O)NCCCn3ccnc3)cc12	0	22	7	1	1.4	34	25	13	10	-14	22
COc1ccc(CN2C3CCC2CC(NC(=O)c2cccc(F)c2)C3)cc1 (stereo not given)	-31	3	-7	4	-0.6	1	9	12	2	-5	-1
OCC[C@@H]1C[C@@H](O)[C@H](O)[C@]2(OCc3ccccc32)O1	-1	-4	19	5	-2.0	-9	-7	8	1	13	-11
CCOC(=O)CC(=O)Nc1cc(Cl)ccc1O	-13	-4	1	3	5.7	0	-4	8	5	9	1
O=C(C1=C(O)C(=O)N(CCN2CCOCC2)C1c1cccnc1)c1cc2ccccc2o1 (stereo not given)	-2	3	0	32*	-1.4	-6	18	-2	-1	3	-10
COc1ccc(-c2nc(CS(=O)(=O)CC(=O)NCCc3ccc(C)cc3)c(C)o2)cc1	-6	9	-2	-1	0.1	4	-10	3	4	3	23
O=C(CCN1C(=O)/C(=C/c2cccs2)SC1=S)NNC(=O)c1cccc(O)c1	-13	44	-5	-2	-0.7	2	4	35	-8	13	-43
Cc1c(N=CN2CCOCC2)c(=O)n(C)c(=O)n1C	-20	13	-3	-1	0.7	11	-14	9	-7	12	-15
CCn1c(SCC(=O)O)nnc1-c1cc2c(C)nn(-c3ccccc3)c2s1	-7	10	-10	-2	0.8	-12	8	1	7	-3	6
CCOC(=O)c1c(N)sc(C(=O)N2CCCC(C(N)=O)C2)c1C (stereo not given)	2	-3	-5	-2	-0.1	9	-6	17	4	0	12
Fc1ccc(NC(=S)N2CCN(C/C=C/c3ccccc3)CC2)c(F)c1	-19	0	1	-4	-2.2	20	-2	9	14	2	-16
COCc1[nH]nc2c1C1(CCC3(CC1)OCCO3)C(C#N)=C(N)O2	9	15	-6	2	-2.0	12	-1	13	3	-8	-1
O=C(C1CCOCC1)N1CCCC(N2CCN(c3cccc(Cl)c3)CC2)C1 (stereo not given)	-7	-11	3	-2	1.9	-9	-1	-12	-3	6	7
O=C(NN1C(=O)c2ccccc2NC1c1ccc([N+](=O)[O-])o1)c1ccccc1 (stereo not given)	10	-12	-1	4	-1.4	3	-1	-32	35	-9	1
CCOc1ccccc1NC(=O)Cn1c(=O)n(CCC(=O)NC2CCCC2)c(=O)c2ccccc21	-11	4	1	2	-0.1	5	-16	1	-3	3	8
COc1ccc(NC2CCCN(C(=O)CCN3Cc4ccccc4C3=O)C2)cc1 (stereo not given)	-2	5	-8	-4	-0.4	19	-20	-14	0	-2	1
C[C@H](CO)N1C[C@H](C)[C@@H](CN(C)S(=O)(=O)c2ccccc2)Oc2ccc(NC(=O)CCN3CCOCC3)cc2C1=O	5	-10	8	.	7.0	-18	8	10	5	7	-9
COC(=O)c1ccnc(SCC(=O)c2ccccc2)c1	-11	-261	-17	3	-0.4	-48	8	-146	-47	-12	0
O=C(c1ccco1)N(CCCN1CCOCC1)c1nc(-c2ccc(Cl)cc2)cs1	-28	24	4	6	-1.5	4	-11	-9	-3	-17	5
Cc1cc(C)n2nc(SCC(=O)NC(=O)c3ccccc3)nc2n1	-31	-5	-30	.	-1.3	-3	-5	-1	-3	-9	8
Cc1ccccc1C(=O)OC1OC(=O)C(Cl)=C1Nc1ccc(C(=O)O)cc1 (stereo not given)	-18	18	-9	1	2.6	-1	2	19	4	8	7
C=CCSc1nc(N)c(C#N)c(-c2ccccc2)c1C#N	-26	22	12	5	-1.3	2	10	28	-7	-2	14
Cc1ccc(NC(=O)CN(c2ccc3c(c2)OCO3)S(=O)(=O)c2c(C)n[nH]c2C)cc1	12	-2	3	4	5.7	9	-19	2	5	-15	2
COc1ccc(-c2nnn(Cc3nc(N)nc(N4CCCCC4)n3)n2)cc1	-3	-6	7	1	-0.8	-21	-13	7	-2	-11	19
O=C(CN1CCOCC1)Nc1cccc(S(=O)(=O)N2CCCCCC2)c1	7	12	-8	0	-0.6	10	-24	19	-5	-8	10
C#CCN(C(=O)c1cc(COc2ccc(C)c(C)c2)on1)C1CCCCC1	12	14	-2	-1	0.4	-1	-8	15	-13	-11	22
O=C(C1=C[C@H](c2ccc(Br)cc2)C[C@H](OCc2ccc(CO)cc2)O1)N1CCN(Cc2ccc3c(c2)OCO3)CC1	-2	13	2	-1	-2.6	7	17	20	-1	-4	-4
COc1ccc(-c2ccc([C@H]3[C@H]4C=CC[C@@H](C)[C@@H]4C(=O)N3Cc3ccccc3)c(F)c2)cc1OC	-62	7	6	2	4.3	15	20	30	0	-8	42
CCc1nc(SCC(=O)N2c3ccccc3Sc3ccccc32)c2ccccc2n1	-12	32	5	-3	-1.5	13	5	19	5	4	12
Cn1c(=O)c2[nH]c(Nc3ccccc3)nc2n(C)c1=O	23	-14	-4	-2	0.0	1	3	-9	-27	-5	18
COc1ccccc1N1CCN(C(=O)C(=O)c2c(C)n(C)c3ccccc23)CC1	16	23	0	-2	-0.5	5	29	0	4	4	1
FC(F)Oc1ccc(NC(=S)NC2CCSc3ccccc32)cc1 (stereo not given)	24	27	3	.	-0.4	19	26	-8	-2	12	30
O=C(O)Cc1ccc2c(c1)N(S(=O)(=O)c1cccs1)CC(C(=O)O)O2 (stereo not given)	-12	-7	1	-4	-0.2	9	10	-2	-4	15	-3
O=C(N=C1SC2CS(=O)(=O)CC2N1c1cc(Cl)ccc1Cl)C1CCCO1 (stereo not given)	-9	-4	1	4	-0.5	-13	-3	14	8	-7	12
COc1ccc(C(=O)N2CCCC(CCC(=O)NCc3ccc(F)c(F)c3)C2)cc1F (stereo not given)	-5	-33	9	2	-1.1	-14	-3	-57	-16	-2	-5
Cc1cc(NC(=O)CSCC(=O)N(C)Cc2c(F)cccc2Cl)no1	-13	16	-12	1	-0.5	-1	-3	10	1	6	0
CCN(CC)S(=O)(=O)c1cccc(NC(=O)COC(=O)C2=COCCO2)c1	-32	14	-9	1	-0.2	-2	-5	11	4	-8	8
CCn1c2ccccc2c2nnc(SCC(=O)Nc3c(C)n(C)n(-c4ccccc4)c3=O)nc21	-5	0	-1	8	0.4	-1	-13	13	10	-2	-17
O=C(Cc1ccccc1)Nc1nc2ccccc2s1	-70	-199	-32	-3	-1.7	-64	12	-249	-83	3	10
NC(=O)CN1N=C(c2cc(Cl)sc2Cl)CSC1=O	-7	3	-2	2	-1.4	3	-1	15	10	-5	-10
COc1cc(OC)cc(C(=O)N2CCC(C(=O)NCCc3ccccc3)CC2)c1	-6	-6	-1	3	-0.1	-17	-5	-24	-3	11	8
O=C(COC(=O)CN1C(=O)C2CC=CCC2C1=O)Nc1cccc([N+](=O)[O-])c1 (stereo not given)	-18	9	6	.	-0.6	-26	7	18	.	1	7
CCOC(=O)C1CCN(C(=O)/C=C/c2ccccc2OC)CC1	1	-13	-17	-6	-1.5	-16	8	16	14	4	0
Cc1noc(C)c1CS(=O)(=O)c1ccc([N+](=O)[O-])cc1	0	18	-2	1	-0.3	32	0	0	7	-17	-3
COc1ccc(OC)c(NC(=O)CCN2CCN(C/C=C/c3ccccc3)CC2)c1	-5	5	2	-1	-0.1	9	2	8	3	-8	-11
O=CN1CCN(C(=O)Cc2ccc([N+](=O)[O-])cc2)CC1	-1	1	4	-1	2.3	8	-7	9	-6	-16	-21
Cc1ccccc1NS(=O)(=O)c1ccc(-c2ccc(=O)[nH]n2)o1	-13	-1	0	2	0.1	-7	-14	12	0	11	5
CC(=O)NS(=O)(=O)c1ccc(NC(=O)c2ccccn2)cc1	-38	13	-4	2	-0.4	-5	15	3	-14	5	2
NC(=O)c1c(NC(=O)COC(=O)c2ccc(S(=O)(=O)Nc3ccccc3)cc2)sc2c1CCCC2	-24	-1	9	1	0.2	-6	14	15	8	-4	17
